Bioassay records as filed in PubChem.
HSF1 inhib: HSF1 inhibition; AID 2098; activity change, negative = inhibition, % at 7.5 µM (by protocol); NIH3T3-HGL HSE-luciferase, MG132-induced, luminescence 8 h; stronger effect = lower value; 0.77% of 300,000 active;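 active = more than half of replicate wells show activity change below -50%, luminescence cut by over half; inconclusive = some wells, but at most half, below -50%; inactive = no replicate well below -50%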;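 note: luciferase reports HSF-1 transcriptional activity via heat shock element; 0% = median of DMSO wells and -100% = zero luminescence signal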
GSK3beta inhib: blocks human GSK3beta kinase activity. P49841. GST-GSK3beta kinase, ADP-Glo luminescence, 60 min; stronger effect = lower value. activity score (negative = inhibition), % at 10 µM. 0.038% of 300,000 active;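 active = more than half of replicate wells score below -50%, meaning over 50% inhibition versus plate controls; inconclusive = some replicates but at most half score below -50%; inactive = no replicate scores below -50%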;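 note: 0% = median DMSO wells and -100% = median GW8510 positive control wells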
Target sequence (P49841 whole entry, looked up): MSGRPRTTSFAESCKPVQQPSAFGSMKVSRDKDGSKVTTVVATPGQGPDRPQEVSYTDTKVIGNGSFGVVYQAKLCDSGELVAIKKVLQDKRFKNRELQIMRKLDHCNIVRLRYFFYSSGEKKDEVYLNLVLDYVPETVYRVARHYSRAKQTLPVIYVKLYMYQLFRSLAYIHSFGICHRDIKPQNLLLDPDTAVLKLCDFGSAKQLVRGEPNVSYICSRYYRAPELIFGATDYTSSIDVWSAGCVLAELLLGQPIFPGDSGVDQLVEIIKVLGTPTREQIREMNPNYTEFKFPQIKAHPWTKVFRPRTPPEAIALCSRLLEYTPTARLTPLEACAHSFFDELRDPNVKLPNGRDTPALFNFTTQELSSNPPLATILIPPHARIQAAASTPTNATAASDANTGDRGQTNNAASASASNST
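Test system: GST-tagged human GSK3beta kinase, cell-free; evaluation: activity score scaled between in-plate DMSO and GW8510 controls; measured by: ADP-Glo luminescence; incubation: 60 min reaction, RT; benchmarks: DMSO and 20 µM GW8510; reagent: peptide substrate plus 25 µM ATP (final); medium: Tris/MgCl2 kinase buffer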
AI-2 QS mod: modulators of Vibrio harveyi AI-2 quorum sensing system | activity change, % at 7.5 µM | Vibrio harveyi JMH597 AI-2 luminescence/OD600 ratio, 9 h; stronger effect = lower value; strain lacks LuxN and CqsS sensors; 0 = neutral-control median | 0.4% of 300,000 active; in the data active = activity change below about -75%, passing the limit was not always enough; inconclusive = no clear call, values can overlap the other calls;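 note: luminescence divided by OD600 gain over 9 h not by final OD600 alone; inactives centre near 13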
HSP90 inh: inhibitors of HSP90 luciferase refolding in rabbit reticulocyte lysate. luciferase refolding luminescence, 3 h. inhibition, % at 5.6 µM. 0.91% of 290,000 active;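 active = inhibition above the screen-wide mean plus 3 SD, computed separately per campaign, cut at about 16% in these data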;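 note: 0% = DMSO wells and 100% = 60 µM geldanamycin wells; inhibitors lower the luminescence because luciferase stays unfolded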
IEC-6 tox: IEC-6 cytotoxicity, counter-screen for KLF5 inhibitors; luminescence viability; inhibition, % at 5 µM; 0.78% of 290,000 active; in the data active = inhibition above about 22%;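 note: 0% = plate median of test compound wells and 100% = cytotoxic reference compound wells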
aSyn UTR inh: MLPCN primary screen, SNCA 5' untranslated region. alpha-synuclein 5'UTR reporter, inhibitor activity. inhibition, % (tested at 7.5 µM). 0.82% of 300,000 active; in the data active = inhibition above about 60%; inconclusive = no clear call, values can overlap the other calls;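 note: H4 neuroglioblastoma cells stably carrying SNCA 5'UTR luciferase fusion; 0% = DMSO wells and 100% = positive control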
KLF5 inh: inhibitors of KLF5 expression. DLD-1 KLF5 promoter-luciferase reporter, luminescence. inhibition, % at 5 µM. 0.23% of 290,000 active;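 active = inhibition above a per-plate limit of that plate's mean compound inhibition plus 3 SD, cut at about 60% in these data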;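 note: 0% = DMSO wells and 100% = LY294002 at 200 µM; higher means less KLF5 promoter-driven luciferase light; inactives centre near -14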
HSF-1 act: increases HSF-1 driven luciferase reporter signal; 1.7% of 300,000 active; NIH3T3-HGL HSF-1 luciferase reporter, MG132, 8 h; 100% = twice DMSO control signal; AID 504408; activation, % at 9 µM;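 active = mean replicate activation of at least 50% with a set share of replicates each reaching 50%; inconclusive = only one of those two conditions met; inactive = mean below 50% and too few replicates reaching it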;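 note: 0% = median of the neutral control wells and 100% = twice that signal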
PolyA inhibitor: yeast polyadenylation inhibition; S. cerevisiae SKY197-pL101 polyadenylation reporter, beta-gal luminescence; efflux-impaired pdr1/pdr3 knockout yeast; score 100 = 6 SD above DMSO; calls only at 12 µM; 0.02% of 300,000 active;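 active = lowest replicate activity score at least 50, where 100 means six control SD above control mean; inconclusive = lowest score under 50 but half or more replicates reach 50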;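 note: yeast exposed to compound for 9 h at 30 °C; higher score means more reporter readthrough which indicates perturbed polyadenylation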
GSK3 alpha inh: blocks human GSK-3 alpha kinase; AID 2650; ADP-Glo luminescence, 60 min; 0.1% of 320,000 active; inhibition, % at 10 µM; P49840;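 in the data active = inhibition above about 50%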;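 note: GST-tagged GSK-3 alpha with peptide substrate and 25 µM ATP; 0% = DMSO neutral wells and 100% = GW8510 positive control wells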
Target sequence (P49840 whole entry, looked up): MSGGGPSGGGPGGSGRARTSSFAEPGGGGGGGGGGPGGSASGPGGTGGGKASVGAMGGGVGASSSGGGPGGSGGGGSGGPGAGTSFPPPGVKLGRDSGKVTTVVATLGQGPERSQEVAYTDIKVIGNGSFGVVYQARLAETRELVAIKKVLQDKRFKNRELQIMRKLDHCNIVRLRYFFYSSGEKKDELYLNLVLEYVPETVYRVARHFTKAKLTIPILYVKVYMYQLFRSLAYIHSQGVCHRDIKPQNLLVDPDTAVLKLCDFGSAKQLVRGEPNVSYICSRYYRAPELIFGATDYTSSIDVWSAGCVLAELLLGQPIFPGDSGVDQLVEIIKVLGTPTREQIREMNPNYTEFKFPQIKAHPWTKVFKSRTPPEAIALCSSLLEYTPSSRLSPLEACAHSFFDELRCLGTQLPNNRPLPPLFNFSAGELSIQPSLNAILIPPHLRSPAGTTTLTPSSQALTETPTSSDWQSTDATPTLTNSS
The depositor's hits bear a star; i = inactive; ? = inconclusive; . = not tested or not shown.

SMILES	HSF1 inhib	GSK3beta inhib	AI-2 QS mod	HSP90 inh	IEC-6 tox	aSyn UTR inh	KLF5 inh	HSF-1 act	PolyA inhibitor	GSK3 alpha inh
Cc1cccc(-n2c(O)c(C=NCCN3CCNCC3)c(=O)[nH]c2=S)c1	-5	0	-4	1	0	-13	3	6	i	3
O=C(CN1CCCC1=O)N1CCOCC1	-10	4	9	-1	2	10	-5	-4	i	-1
O=S(=O)(c1ccc(Cl)cc1)N1CCCC1c1cccnc1 (stereo unspecified)	4	2	10	3	5	2	14	5	i	-3
CCOP(=O)(CN(CC)CCNP(=O)(OCC)OCC)OCC	-2	-6	1	-2	0	25	-21	-1	i	-2
COc1ccc2c(C)c(CC(=O)N3C[C@H]4C[C@@H](C3)c3cccc(=O)n3C4)c(=O)oc2c1	-3	3	5	1	-1	38	-4	-7	i	-1
O=C(Nc1ccc(OC(=O)N2CCCCC2)cc1)N1CCOCC1	-12	3	15	4	-5	89*	68*	-21	i	-3
S=C1CN=C(c2ccccc2Cl)c2cc(Cl)ccc2N1	14	0	7	3	0	18	2	20	i	1
CC[C@@]1(O)C(=O)OCc2c1cc1n(c2=O)Cc2cc3ccccc3nc2-1	21	0	35	2	97*	116*	62*	23	i	-5
S=C1NC2(CCCCC2)NC12CCCCC2	6	-2	7	0	-1	4	-21	17	i	-1
c1cncc(C2CCCCN2Cc2ccc3c(c2)OCO3)c1 (stereo unspecified)	2	-1	-6	1	0	-10	-27	23	i	0
CCOC(=O)c1cccc([P+](=O)O)c1	-4	-24	17	1	-3	23	-3	-2	i	-2
COc1ccc(C2NCc3ccc4c(c3-n3cccc32)OCO4)cc1O (stereo unspecified)	4	-2	21	1	74*	?	55	8	i	1
CCOC(=O)[C@@]1(C#N)[C@@H]2C=CC(C(N)=O)=CN2[C@@H](C(N)=O)[C@@H]1c1cccc(Cl)c1	2	1	37	0	1	-3	-4	-16	i	9
CC(O)(CS(=O)(=O)c1ccccc1)C(=O)Nc1cccc(C(F)(F)F)c1 (stereo unspecified)	-5	-2	13	-3	-8	26	35	-3	i	-1
CCOC(=O)C1CCCCC12C(C#N)=C(N)Oc1n[nH]c(C)c12 (stereo unspecified)	-4	1	8	-1	-9	14	-22	10	i	0
COc1ccccc1N1CCN(Cc2ccc(F)cc2)CC1	-5	2	9	7	13	11	6	-27	i	-2
CC(C)(C)P(=O)(c1ccncc1)N1CCCC1 (stereo unspecified)	-8	-2	-6	0	-3	8	-15	0	i	-6
CC(C)n1c(=O)c(C=Nc2ccc(Br)cc2)c(O)n(Cc2ccco2)c1=O	-4	-2	31	-1	-2	-1	24	15	i	0
Cn1c(O)c(C=NCCCCCCCCCCC(=O)O)c(=O)n(C)c1=O	0	-6	34	0	-2	9	-22	-7	i	14
CCN1CCN(c2ccc(N)cc2)CC1	-2	-3	9	0	-2	15	0	-17	i	-4
CCOC(=O)C1(CCOc2ccccc2)CCN(C2Cc3ccccc3C2)CC1	-3	4	2	9	-7	8	-32	-17	i	-1
COc1cc(-n2c(=S)[nH]c3ccccc3c2=O)c(Cl)cc1Cl	-7	2	-9	3	5	10	4	-6	i	1
CCc1ccc(N2C(=O)NC(=O)/C(=C/c3cccn3CCOc3ccc(C)cc3)C2=O)cc1	7	3	-3	4	-5	-43	-1	24	i	-1
NC(=O)c1cn(C2CCCCC2)c2ccccc2c1=O	-14	5	10	7	-1	28	-23	-12	i	24
CC(Cc1cccs1)NCc1ccc(Cl)cc1 (stereo unspecified)	1	4	24	-1	-7	3	-21	26	i	-3
Cc1nc2ccccc2c(=O)n1-c1ccc(F)cc1F	6	-7	2	7	3	19	-22	33	i	-1
COC(=O)CCCC(NC(=S)N1CC2C[C@@H](C1)Cn1c2cccc1=O)C(=O)OC (stereo partly specified)	-2	0	15	3	-6	3	-2	23	i	-1
Cc1ccc(-c2nc3ccc(Cl)cc3n2OC(=O)N(C)C)cc1	-3	0	31	0	-1	-129	-98	-1	i	3
CCCC(=O)C1C(=O)NC(=O)NC1=O	-9	2	12	1	1	3	-10	-6	i	.
CCOc1cc(CNCCc2c[nH]c3ccccc23)cc(Cl)c1OC	.	-1	19	-2	0	17	-12	-46	i	.
O=C1NC(=O)N(Cc2ccccc2)C(=O)/C1=C\c1ccco1	-5	0	12	2	-4	-15	-18	-4	i	4
Fc1ccc(C2NCCc3[nH]cnc32)cc1 (stereo unspecified)	-1	-1	15	2	-4	15	-22	-21	.	-1
Cc1n[nH]c(C)c1CCN	-11	-3	12	-1	3	6	2	7	i	4
O=C(c1ccccc1)C(CN1CCCC1)c1ccccc1 (stereo unspecified)	22	3	7	-1	5	-77	7	50	i	0
CC(=NCC1CCCO1)c1c(O)n(Cc2ccccc2)c(=O)[nH]c1=O (stereo unspecified)	10	0	14	-2	-3	-12	-10	-5	i	0
COc1cccc(C(=O)N2CCC3(CC2)OCCO3)c1	0	-1	-5	2	4	10	-17	0	i	0
CN(C)c1nc(N(C)C)nc(N(C#N)CCCl)n1	-7	3	17	3	7	6	-6	10	i	-4
CCCCCn1c(=O)c(C(=O)Nc2ccccn2)c(O)c2ccccc21	.	-3	10	-2	-1	65*	-34	-64	i	0
CC(C)CCNC(=O)CN1C(=O)CN=C(c2ccccc2)c2ccccc21	2	3	-1	-4	-6	25	-18	-9	i	-4
Cc1ccc2nsnc2c1-n1c(C)nc2ccccc2c1=O	-9	15	-8	1	-5	-23	0	-1	i	-2
O=[N+]([O-])c1ccc(N2CCCC(C(F)(F)F)C2)c2ccncc12 (stereo unspecified)	-13	1	17	7	3	43	5	-11	i	-16
Cc1cccn2c(=O)c3c(nc12)N1CCCCC1C1(C3)C(=O)N(C)C(=O)N(C)C1=O (stereo unspecified)	-2	3	17	2	6	10	-7	-3	i	-1
Fc1cccc(C2NCc3ccccc3-n3cccc32)c1 (stereo unspecified)	5	-1	19	-5	-1	-15	-10	-13	i	-1
CSc1ccc(C(c2c(O)c3ccccc3oc2=O)c2c(C)n(C)n(-c3ccccc3)c2=O)cc1 (stereo unspecified)	-6	-1	66	-2	-4	-1	-9	40	i	-2
Cc1ccc(-c2nn(Cc3ccccc3)cc2C(=O)O)cc1	-6	4	3	1	2	15	-17	5	i	-1
CCn1ccnc1CN1CCCC(C(=O)c2cc(C)c(OC)c(C)c2)C1 (stereo unspecified)	6	-1	41	1	-1	4	-16	8	i	-6
COc1ccc(/C=C2/C(=O)NC(=O)N(c3ccc(C)c(C)c3)C2=O)cc1CN1C(=O)c2ccccc2C1=O	4	-1	15	-6	-2	1	-49	-7	i	-4
CN1CCCN(C(=O)COc2ccc(F)cc2Cl)CC1	-6	1	16	-2	-1	6	-5	1	i	-2
O=c1[nH]c(O)c(/C=C2\C=NN=C2c2ccccc2)c(=O)[nH]1	-1	2	10	2	5	-15	-37	3	i	-1
COCCCn1c(-c2ccc(OC)cc2)cc(C(=O)NC2CCCCCCC2)c1C	0	3	13	4	-6	41	-26	14	i	-1
O=C(COc1ccc(S(=O)(=O)N2CCOCC2)cc1)N1CCN(Cc2ccc3c(c2)OCO3)CC1	-4	2	16	0	2	1	-20	-18	i	-1
CCOP(=O)(Cc1ccc(C#N)o1)OCC	0	-7	8	-4	-4	-11	-19	0	i	-6
CC(N)Cc1c[nH]c2c1ccc1ccccc12 (stereo unspecified)	5	-4	9	-2	7	7	-30	20	i	.
C=CCn1c(O)c(C(CC)=NCCC2=CCCCC2)c(=O)[nH]c1=O	8	-4	41	-2	2	35	7	33	i	-1
O=C(CN1CCCCC1)NCC(=O)Nc1ccc(Br)cc1C(=O)c1ccccc1	-6	-3	3	3	2	25	-15	-9	i	0
O=C(CN1CCCCC1)Nc1ccc(Br)cc1C(=O)c1ccccc1Cl	14	2	17	-1	-1	13	-11	18	i	-2
O=C1CSC2(CN3CCC2CC3)N1 (stereo unspecified)	-1	2	25	3	-1	-12	-18	5	i	-2
O=C(Nc1ccccc1)NC1CC2CCC(C1)N2 (stereo unspecified)	-42	3	23	-2	-1	18	0	-55	i	1
O=C(c1ccc2c(c1)ncn2-c1ccc(F)cc1F)N1CCC2(CC1)OCCO2	-2	3	17	0	0	-16	-20	6	i	-2
CC(C)NCC(O)c1ccc(C2CCCC2)cc1 (stereo unspecified)	-9	0	19	-1	-9	-2	-37	-15	i	0
Continued:
SMILES	HSF1 inhib	GSK3beta inhib	AI-2 QS mod	HSP90 inh	IEC-6 tox	aSyn UTR inh	KLF5 inh	HSF-1 act	PolyA inhibitor	GSK3 alpha inh
Cc1ccc(S(=O)(=O)NP(=O)(Oc2ccccc2)Oc2ccccc2)cc1	-8	3	13	2	2	0	-22	-19	i	-7
CCCCN(Cc1ccccc1)C1CCN(CCc2ccccc2)CC1	-5	3	14	-2	0	3	-9	2	i	0
CCN1CCN(C(=O)Cc2coc3ccc4ccccc4c23)CC1	-1	0	10	-2	-2	10	-22	3	i	0
Fc1ccc(CNCCc2ccccc2F)cc1	-13	0	0	0	-2	-25	-21	2	i	-1
CCOC(=O)C(NC(=O)CC)(Nc1ccc(C(O)(C(=O)OCC)C(F)(F)F)cc1C)C(F)(F)F (stereo unspecified)	-5	0	27	3	2	-28	2	-8	i	-2
COc1ccc(S(=O)(=O)N2CC3CC(C2)c2cccc(=O)n2C3)cc1 (stereo unspecified)	-3	4	-2	0	-2	8	14	-3	i	-2
COc1ccc(C(O)P(=O)(OC(C)C)OC(C)C)cc1 (stereo unspecified)	-5	-2	16	-2	0	-15	-13	-1	i	-3
CCn1c(O)c(/C=N/NC(=O)c2ccccc2)c(=O)[nH]c1=S	5	6	27	-6	4	-16	-61	5	i	0
CC1(C)N=C(c2ccccc2)[C@@H]2C(c3ccc([N+](=O)[O-])cc3)N21 (stereo partly specified)	-7	-3	6	-1	0	-6	0	9	i	-1
CC(C)(C)n1cc(C(=O)c2ccccc2)cc1-c1ccccc1	4	2	23	3	-3	3	-27	45	i	-1
O=C(c1ccc(N2CC3CC(C2)c2cccc(=O)n2C3)c([N+](=O)[O-])c1)N1CCCCC1 (stereo unspecified)	1	3	21	1	2	9	-3	7	i	-1
COC(=O)C1=C(c2cc3ccccc3o2)C[C@@H]2CC[C@H]1N2C(=O)NCc1ccccc1	1	-1	-10	.	.	-5	.	-2	i	-1

Given with bars between the fields: entries from further up
structure | HSF1 inhib | GSK3beta inhib | AI-2 QS mod | HSP90 inh | IEC-6 tox | aSyn UTR inh | KLF5 inh | HSF-1 act | PolyA inhibitor | GSK3 alpha inh
CCn1c(O)c(/C=N/NC(=O)c2ccccc2)c(=O)[nH]c1=S | 5 | 6 | 27 | -6 | 4 | -16 | -61 | 5 | i | 0
CCOC(=O)C(NC(=O)CC)(Nc1ccc(C(O)(C(=O)OCC)C(F)(F)F)cc1C)C(F)(F)F (stereo unspecified) | -5 | 0 | 27 | 3 | 2 | -28 | 2 | -8 | i | -2

A portion of the library; the hit share may differ from the screen's.
